# Source: PubChem BioAssay
# PfGluPho inh: PfG6PD (Plasmodium falciparum) enzyme inhibition. PfGluPho enzyme, NADPH resazurin-diaphorase fluorescence. inhibition, % at 20 µM. actives 0.78% (n = 350,000). AID 504690;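 active means inhibition reaching at least a set limit at 20 µM in the primary screen, cut at about 59% in these data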;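 further: 0% = DMSO wells with substrate and 100% = DMSO wells lacking glucose-6-phosphate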
# SENP8 block-1: SENP8 (human) protease inhibition | Q96LD8 | recombinant SENP8, Nedd8 substrate fluorescence | inhibition, % at 20 µM | actives 0.64% (n = 360,000) | AID 602440; in the data active means inhibition mostly above about 40%, no sharp cut-off; inactive means mostly below about 27%
# SENP7 block: SENP7 protease inhibition. AID 434973. actives 1.5% (n = 330,000). Q9BQF6. inhibition, % at 5 µM. recombinant SENP7, Z-RLRGG-aminoluciferin luminescence, 40 min;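 active means inhibition above about 50% at the single test dose, limit read from the data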;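 further: plate controls were DMSO with enzyme for no effect and no enzyme buffer wells for full effect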
# HKDC1 inh: blocks human hexokinase HKDC1 activity. recombinant HKDC1, G6PDH/diaphorase resazurin coupled fluorescence. inhibition, % at 20 µM. Q2TB90. actives 0.16% (n = 340,000);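 active means inhibition above about 35% when tested at 20 µM, limit read from the data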;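 further: plate controls were DMSO wells with enzyme for no effect and DMSO wells lacking enzyme for full effect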
# Target sequence (Q2TB90 whole entry, looked up): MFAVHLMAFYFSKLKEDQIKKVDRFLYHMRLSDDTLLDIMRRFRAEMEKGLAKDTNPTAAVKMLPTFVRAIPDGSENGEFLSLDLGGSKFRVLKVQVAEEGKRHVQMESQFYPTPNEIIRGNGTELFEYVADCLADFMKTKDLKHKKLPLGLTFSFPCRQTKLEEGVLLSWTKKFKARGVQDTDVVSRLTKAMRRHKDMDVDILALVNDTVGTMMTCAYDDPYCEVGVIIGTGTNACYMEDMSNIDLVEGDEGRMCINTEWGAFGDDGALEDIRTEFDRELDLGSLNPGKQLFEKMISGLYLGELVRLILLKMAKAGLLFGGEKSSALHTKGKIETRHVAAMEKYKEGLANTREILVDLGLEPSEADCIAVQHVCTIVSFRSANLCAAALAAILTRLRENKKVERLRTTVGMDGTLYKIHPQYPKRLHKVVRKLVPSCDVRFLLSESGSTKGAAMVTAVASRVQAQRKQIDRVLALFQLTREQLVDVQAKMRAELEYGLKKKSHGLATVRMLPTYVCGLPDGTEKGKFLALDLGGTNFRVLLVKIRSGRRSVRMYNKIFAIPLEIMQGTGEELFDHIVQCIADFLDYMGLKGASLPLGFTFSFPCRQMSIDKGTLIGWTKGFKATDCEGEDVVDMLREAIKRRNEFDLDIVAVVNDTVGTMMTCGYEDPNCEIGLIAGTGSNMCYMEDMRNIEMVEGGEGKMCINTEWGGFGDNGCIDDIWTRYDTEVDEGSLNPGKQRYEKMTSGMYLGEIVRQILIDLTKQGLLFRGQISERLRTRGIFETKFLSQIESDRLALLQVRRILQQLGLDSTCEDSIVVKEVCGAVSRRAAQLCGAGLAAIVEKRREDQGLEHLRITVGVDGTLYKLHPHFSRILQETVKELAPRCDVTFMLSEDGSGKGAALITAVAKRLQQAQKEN
#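 Test system: recombinant HKDC1 (HK5) hexokinase enzyme, produced in-house / Doses: 20 µM test compound, 1% DMSO / Timing: 90 min, room temperature / Detection: G6PDH/diaphorase-coupled fluorescence, 1 mM NADP, 100 µM resazurin, 525/613 nm / Control set: DMSO wells with and without enzyme mix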
# SENP8 block-2: inhibitors of human SENP8 protease; purified SENP8, Z-RLRGG-aminoluciferin cleavage, luminescence; inhibition, % at 10 µM; AID 2540; Q96LD8; actives 1.2% (n = 330,000); in the data active means inhibition above about 50%
# SENP1 FRET inh: SENP1 (human) catalytic domain inhibition. Q9P0U3. recombinant SENP1 catalytic domain, CyPet-SUMO1-YPet FRET cleavage. inhibition, % at 10 µM. actives 0.21% (n = 360,000);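 active means inhibition at least 30% at 10 µM, raw YFP signal under a set limit, fluorescence ratio 0.5 to 1.5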;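 further: 0% = enzyme with DMSO and 100% = no enzyme wells; some results filed as inactive read as strong as hits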
#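 Assay system: hSENP1 catalytic domain, recombinant. Amount: SENP1 enzyme, 20 pM final. Schedule: 50 min reaction, RT, dark. Technique: FRET, CFP and YFP emission. Control set: no-enzyme wells low, DMSO-plus-enzyme wells high control.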
# NLRP3 yeast inh: blocks the NALP3 inflammasome reconstituted in yeast | Yeast reconstituted NLRP3/ASC/caspase-1, beta-gal luminescence, 24 h | inhibition, % at 10 µM | actives 0.39% (n = 330,000) | AID 2825;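 active means inhibition of 50% or more; inactive means inhibition below 50%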;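 further: plate controls were induced DMSO wells for no effect and uninduced yeast grown without galactose for full effect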
# SENP6 block: inhibitors of human SENP6 protease | Q9GZR1 | Recombinant SENP6 catalytic domain, aminoluciferin luminescence | inhibition, % at 10 µM | actives 1.8% (n = 330,000) | AID 2599;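 active means inhibition above about 50% at the single tested dose, limit read from the data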;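 further: plate controls were DMSO wells with enzyme for no effect and DMSO wells lacking enzyme for full effect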
# Apaf-1 inh: human Apaf-1 inhibition; reconstituted apoptosome caspase-3 activity, DEVD-Rh110 fluorescence; actives 0.71% (n = 330,000); AID 489030; O14727; inhibition, % at 20 µM; active means inhibition of at least 40% at 20 µM;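 further: plate controls were DMSO wells for no effect and DEVD-CHO caspase inhibitor wells for full effect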
#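 Assay system – apoptosome proteins · Medium – Hepes buffer, pH 7.5 · Also added – cytochrome c with DEVD-Rh110 · Timing – 30 min compound preincubation, 50 min activation, room temperature · Detection – Rh110 fluorescence, excitation 480 nm, emission 540 nm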
# Active calls of the source: *; i = inactive; nt = no result given.
SMILES,PfGluPho inh,SENP8 block-1,SENP7 block,HKDC1 inh,SENP8 block-2,SENP1 FRET inh,NLRP3 yeast inh,SENP6 block,Apaf-1 inh
CC(C)OCCCNC(=O)C(NS(=O)(=O)c1ccc2c(c1)c(=O)n(C)c(=O)n2C)c1ccccc1 (stereo not drawn),nt,nt,3,nt,-2,nt,19,-3,-6
Cc1nnc(-c2cnn(C)c2N)n1Cc1ccc2c(c1)OCO2,18,1,-6,-3,-7,-1,-2,0,4
COc1ccc(OCCN2CCOCC2)cc1,1,6,-12,-5,2,1,26,-2,-9
CC1CCN(CCCNC(=O)C2CC(=O)N(C3CCCCCC3)C2)CC1 (stereo not drawn),-11,23,-8,-6,-15,0,-6,-10,9
CS(=O)(=O)c1cnc(-c2ccccc2)nc1Oc1ccc(F)cc1,-8,18,4,-6,5,4,12,-15,-1
CCCCCCSc1ccc(-c2nc3cnccn3c2NCCCC)cc1,23,i,1,8,-7,-23,25,-3,56*
S=c1[nH]nc(-c2ccco2)n1/N=C/C=C/c1ccccc1,21,17,6,2,-10,0,1,-9,15
COc1ccc(-c2ccc(-c3noc(-c4ccco4)n3)c(OC)n2)cc1,-9,-281,-1,-9,6,-20,19,-6,-8
O=c1c2ccccc2c(C=Nc2ccc(O)cc2)c(O)n1-c1nccs1,14,nt,-1,19,4,nt,3,2,-6
O=S(=O)(Nc1cc(C(F)(F)F)ccc1N1CCOCC1)c1ccc2ccccc2c1,-22,9,-6,0,-6,0,6,5,11
CCOc1cc(N2CCOCC2)c(OCC)cc1NC(=O)CCC1CCCC1,11,24,-1,12,-5,-1,14,-4,-2
Cc1cccc(N2CCN(S(=O)(=O)c3cc(-c4cc(C)no4)ccc3C)CC2C)c1 (stereo not drawn),13,10,-2,-6,7,2,11,-7,12
Cc1ccnc(NS(=O)(=O)c2ccc(NC(=O)C3COc4ccccc4O3)cc2)n1 (stereo not drawn),-27,12,11,-11,10,-3,12,15,-4
CCC(CC)C(=O)Nc1nnc(S(=O)(=O)N(CC)c2ccc(OC)cc2)s1,-2,14,0,0,5,0,8,2,16
CCCc1cc(C(=O)N/N=C/c2cccn2C)cs1,26,-62,5,-1,-3,1,13,8,1
O=C(c1ccccc1)c1ccc(OCC(O)CN2CCN(Cc3ccccc3)CC2)cc1 (stereo not drawn),-9,26,1,1,-7,-1,14,-3,-3
COc1cccc(-c2cc(C(=O)N3C(C)CCCC3C)no2)c1 (stereo not drawn),-12,-1,0,7,1,0,10,11,15
COc1ccc(NC(C)=O)cc1NC(=O)C1CCCN1C(=O)c1cccs1 (stereo not drawn),2,12,-3,-1,-1,-1,18,-3,5
CC(C)[C@H](NC(=O)c1ccccc1)C(=O)OCC(=O)Nc1ncc(Cl)cc1Cl,-1,0,1,-8,-10,-2,1,-8,3
CC(=O)N1N=C(c2ccco2)CC1c1ccco1 (stereo not drawn),-10,15,-4,-9,-3,-1,15,-7,6
N#CCCCCn1ccc(NC(=O)c2ccc(Cl)cc2O)n1,-6,-277,-1,1,-8,1,6,-17,-16
CCOc1cc(N2CCOCC2)c(OCC)cc1NC(=O)[C@H](C)NC(=O)c1ccco1,-3,10,-3,-2,-2,1,6,-3,-4
CC(=O)c1cccc(NC(=O)/C(=C\c2cccnc2)NC(=O)c2ccccc2)c1,-2,12,-1,-6,2,-1,14,-11,7
O=C(CN1C(=O)NC2(CCCCCC2)C1=O)c1ccc(OC(F)F)cc1OC(F)F,5,14,-7,-1,-7,0,25,0,4
O=C(CCCCO)c1ccc(O)c(Cl)c1,-3,11,-5,-6,-5,1,21,-9,-11
O=C(NCc1ccccc1)Nc1cccn(Cc2ccc(F)cc2)c1=O,-5,-261,-1,-1,-12,0,-1,-4,3

# 4 records drawn at random from the list so far:
SMILES,PfGluPho inh,SENP8 block-1,SENP7 block,HKDC1 inh,SENP8 block-2,SENP1 FRET inh,NLRP3 yeast inh,SENP6 block,Apaf-1 inh
CC(=O)N1N=C(c2ccco2)CC1c1ccco1 (stereo not drawn),-10,15,-4,-9,-3,-1,15,-7,6
CS(=O)(=O)c1cnc(-c2ccccc2)nc1Oc1ccc(F)cc1,-8,18,4,-6,5,4,12,-15,-1
CCC(CC)C(=O)Nc1nnc(S(=O)(=O)N(CC)c2ccc(OC)cc2)s1,-2,14,0,0,5,0,8,2,16
Cc1nnc(-c2cnn(C)c2N)n1Cc1ccc2c(c1)OCO2,18,1,-6,-3,-7,-1,-2,0,4

# A different layout for part of the listing above:
# Under each structure – PfGluPho inh	SENP8 block-1	SENP7 block	HKDC1 inh	SENP8 block-2	SENP1 FRET inh	NLRP3 yeast inh	SENP6 block	Apaf-1 inh
CC(=O)N1N=C(c2ccco2)CC1c1ccco1 (stereo not drawn)
  -10	15	-4	-9	-3	-1	15	-7	6
CCC(CC)C(=O)Nc1nnc(S(=O)(=O)N(CC)c2ccc(OC)cc2)s1
  -2	14	0	0	5	0	8	2	16

# Results in SENP6 block and NLRP3 yeast inh, for some of the entries so far:
SMILES | SENP6 block | NLRP3 yeast inh
CC(C)OCCCNC(=O)C(NS(=O)(=O)c1ccc2c(c1)c(=O)n(C)c(=O)n2C)c1ccccc1 (stereo not drawn) | -3 | 19
Cc1nnc(-c2cnn(C)c2N)n1Cc1ccc2c(c1)OCO2 | 0 | -2

# Of the compounds above, four have a furan ring, fused or not.
SMILES,PfGluPho inh,SENP8 block-1,SENP7 block,HKDC1 inh,SENP8 block-2,SENP1 FRET inh,NLRP3 yeast inh,SENP6 block,Apaf-1 inh
S=c1[nH]nc(-c2ccco2)n1/N=C/C=C/c1ccccc1,21,17,6,2,-10,0,1,-9,15
COc1ccc(-c2ccc(-c3noc(-c4ccco4)n3)c(OC)n2)cc1,-9,-281,-1,-9,6,-20,19,-6,-8
CC(=O)N1N=C(c2ccco2)CC1c1ccco1 (stereo not drawn),-10,15,-4,-9,-3,-1,15,-7,6
CCOc1cc(N2CCOCC2)c(OCC)cc1NC(=O)[C@H](C)NC(=O)c1ccco1,-3,10,-3,-2,-2,1,6,-3,-4
